# ERG-DNA inh – blocks human ERG Ets domain binding to DNA. Potency, µM (highest dose often 76.9 µM), inactives show at the highest dose FP activity, negative = inhibition, actives largely listed as inhibitors. P11308. hit rate 0.028% among 370,000. fluorescence polarization, His-ERG Ets domain / labelled DNA. AID 624246; active means well fitted inhibition curve with a large enough effect in the polarisation, with a control signal flat; inconclusive means small, poorly fitted or top-dose-only effect, or effect the other way, or a change in a side signal; inactive means no such curve, though single readings can be large or run the other way; the % refers to the polarisation;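 further: polarization taken with two DNA probes labelled with fluorescein and Texas red; potency means the concentration at half of the fitted maximal effect; % of control where 0% means no effect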
#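 His-tagged ERG Ets domain (1 uM in the protein solution; 300mM KCl, 50mM Tris-HCl, 1mM EDTA, 1mM DTT, pH 7.5) received compound, then a probe mix of 5 nM fluorescein-DNA and 100nM Texas-615-DNA. Fluorescence polarization was read for both dyes.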
# Glioma ERSR ind – inducers of ER stress response in human glioma cells. Potency, µM, for the others: at the highest dose activation, hits mostly activators. hit rate 0.02% among 420,000. U87-MG GRP78 promoter luciferase reporter, 16 h; further: potency means the concentration at half of the fitted maximal effect; series mostly up to about 76 µM; % of control where 0% means no effect; nearly all actives have a fitted effect of over 35% in size
#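 Stably transfected U87-MG glioma cells carrying a GRP78-based luciferase sensor; 16 h compound incubation. Luminescence end-point read 10 min after Bright-Glo addition at room temperature.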
# Vif-A3G inh – inhibitors of Vif-APOBEC3G interaction; AID 602310; Q9HC16; hit rate 0.076% among 410,000; HeLa A3G-eYFP + Vif (tagged APOBEC3G with the HIV-1 protein that degrades it), YFP fluorescence, overnight; Potency, µM (doses to about 46.1 µM), inactives show top-dose activity, negative = active, most hits filed as inhibitors;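 further: potency means the concentration at half of the fitted maximal effect; on the % scale 0 is the no-effect control and ±100 the full control effect; nearly all actives have a fitted effect of over 60% in size; hits raise eYFP signal because A3G escapes Vif-driven loss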
#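 HeLa cells stably expressing Vif and C-terminally eYFP-tagged A3G, seeded overnight at 37 deg C, then exposed to compound by pintool overnight at 37 deg C. Rise in yellow fluorescence (Ex 488/Em 500-530, Acumen) marks blocked Vif-driven A3G degradation.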
# LDHA inh – blocks human lactate dehydrogenase A; purified LDHA, NADH/diaphorase-resazurin fluorescence; hits give low values; P00338; hit rate 0.15% among 480,000; AID 1347041; activity change, % (values are at about 110 or 230 µM); in the data active means activity change below about -30%; inconclusive means mostly about -25% to -30%;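 further: plate controls were DMSO wells for no effect and wells without enzyme for full effect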
#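 Human LDH5 at 2 nM final in Tris HCl pH 7.4 with 0.06 mM NADH and 0.2 mM pyruvate, reacted 5 minutes at room temperature. Remaining NADH coupled via diaphorase/resazurin; resorufin fluorescence read at 0 and 20 minutes, normalized to enzyme-free and DMSO wells.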
# RGS4 inh – human RGS4 inhibition; P49798; Transcreener GDP fluorescence polarization, RGS4-accelerated GTP hydrolysis; Potency, µM (series often up to 114 µM), without a hit: at the highest dose activity change, negative = inhibition, usual class: inhibitors; hit rate 0.039% among 390,000; AID 504845; further: potency means the concentration at half of the fitted maximal effect; on the % scale 0 is the no-effect control and ±100 the full control effect; nearly all actives have a fitted effect of over 75% in size; some results filed as inactive show a strong effect at the top dose
# Target sequence (P49798 whole entry, looked up): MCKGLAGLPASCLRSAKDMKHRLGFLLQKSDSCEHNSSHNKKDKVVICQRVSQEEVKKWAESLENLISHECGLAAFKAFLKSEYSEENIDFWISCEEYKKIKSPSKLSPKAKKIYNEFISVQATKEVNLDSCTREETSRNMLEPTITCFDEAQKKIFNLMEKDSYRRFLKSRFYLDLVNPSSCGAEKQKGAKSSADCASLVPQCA
#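 MLSMR compounds (23 nl, pin-transferred) preincubated 10 min at room temperature with a 500nM (2x) first reagent, then RGS4 at 900nM (2x) plus Transcreener GDP mix added; fluorescence polarization (620/688 nm) read before and after 90 min at 30 °C.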
# D2 ag – agonists of human D2 dopamine receptor | HEK293 T-REx D2 cells, calcium flux agonist mode | activation, % at 2 µM | hit rate 0.53% among 340,000 | AID 485358;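 active means activation over 3 SD above normal in the single-dose calcium agonist read, cut at about 30% in these data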; further: 0% is about no effect
#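 Agonism is scored from calcium flux in a force-coupled, inducible HEK293 cell line expressing D2, read kinetically for 180 s after compound addition against dopamine controls.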
# Vif-A3F inh – Vif-A3F binding inhibition; HeLa A3F-eYFP + Vif (tagged APOBEC3F with the HIV-1 protein that degrades it), YFP fluorescence increase; Potency, µM (doses to about 46.1 µM), for inactives: at the top dose activity, negative = active; hit rate 0.2% among 390,000; AID 602313; further: potency means the concentration at half of the fitted maximal effect; % of control where 0% means no effect; nearly all actives have a fitted effect of over 65% in size
#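 Fluorescence increase (Ex 488/Em 500-530) after overnight compound treatment at 37 deg C flags inhibition of Vif-driven A3F-eYFP loss in stable HeLa A3F-eYFP/Vif cells seeded overnight beforehand.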
# 12-LOX inh – ALOX12 (human) lipoxygenase inhibition. purified 12hLO, xylenol orange hydroperoxide absorbance. Potency, µM (titrated, usually from 108 µM), for the others: at the highest dose activity change, negative = inhibition, hits mostly inhibitors. hit rate 1.1% among 580,000; further: potency means the concentration at half of the fitted maximal effect; on the % scale 0 is the no-effect control and ±100 the full control effect
# Target sequence (P18054 whole entry, looked up): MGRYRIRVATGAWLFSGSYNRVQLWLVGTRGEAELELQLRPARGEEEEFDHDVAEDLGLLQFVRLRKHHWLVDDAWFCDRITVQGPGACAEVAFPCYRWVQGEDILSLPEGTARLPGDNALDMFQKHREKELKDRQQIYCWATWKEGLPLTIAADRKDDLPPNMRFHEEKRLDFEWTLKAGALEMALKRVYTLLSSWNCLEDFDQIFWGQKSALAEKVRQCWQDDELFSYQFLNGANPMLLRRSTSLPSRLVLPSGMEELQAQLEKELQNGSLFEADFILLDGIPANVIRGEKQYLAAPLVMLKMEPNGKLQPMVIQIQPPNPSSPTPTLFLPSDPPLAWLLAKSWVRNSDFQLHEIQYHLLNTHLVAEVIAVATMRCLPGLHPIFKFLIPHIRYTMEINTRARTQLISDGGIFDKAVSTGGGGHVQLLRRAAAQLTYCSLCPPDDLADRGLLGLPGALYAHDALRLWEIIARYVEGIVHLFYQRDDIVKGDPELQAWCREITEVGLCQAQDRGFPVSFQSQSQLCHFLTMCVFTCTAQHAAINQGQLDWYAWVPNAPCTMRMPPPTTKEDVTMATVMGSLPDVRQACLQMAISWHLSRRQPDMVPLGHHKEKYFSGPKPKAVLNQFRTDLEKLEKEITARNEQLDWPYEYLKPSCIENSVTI
#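 Purified human 12hLO at 150 nM in 25 mM Hepes, 0.01% Triton X-100, pH 7.0, preincubated 15 min at room temperature with compound. Reaction started with 40 uM arachidonic acid, 30 min at room temperature. Hydroperoxide measured by Fe-xylenol orange, 573/405 nm absorbance ratio.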
# D2 antagonist – antagonizes the human D2 dopamine receptor. HEK293 TREx D2 cells, calcium flux, dopamine EC80. inhibition, % at 10 µM. hit rate 2% among 340,000; in the data active means inhibition above about 30%; further: 0% is about no effect
#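 Cells plated overnight at 30 C with tetracycline; no-wash calcium dye, 30–90 min RT; 10 s baseline; compound pinned; 180 s read; EC80 dopamine added; another 180 s read.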
# Active calls of the source: *; ? = inconclusive; · = no result given; & = joins results of further samples; [ ] = another dose, or the depositor's remark. Unless noted, the call rests on the fitted dose curve; in most records, active means well fitted curve in the direction sought with a large enough effect; inconclusive means small, poorly fitted or top-dose-only effect, or another doubt; inactive means no such curve, though single readings can be large; an effect the other way counts as inactive or inconclusive. A portion of the library (hit frequency here may not be typical).
SMILES,ERG-DNA inh,Glioma ERSR ind,Vif-A3G inh,LDHA inh,RGS4 inh,D2 ag,Vif-A3F inh,12-LOX inh,D2 antagonist
O=C(NCCc1csc(-c2cccnc2)n1)c1ccc(F)c(F)c1,0%,0%,0%,-7,-12%,·,3%,-11%,·
CC(=O)Nc1ccc(CC(=O)Nc2ccc3c(c2)OC2(CCCC2)O3)cc1,·,6%,-8%,-1,·,·,-2%,-20%,·
CCOc1ccc(C(=O)Nc2ccccc2OC(F)F)cc1,-3%,9%,3%,-7,-7%,-1.0,2%,16%,-24
COc1cccc(C2CC(c3ccc(Cl)cc3)Nc3nc(N)nn32)c1 (configuration not stated),9%,-4%,1%,0,-24%,-2.5,-8%,442%[activator],23
CCC(C)(C)NC(=O)Cc1ccccc1OC,1%,0%,0%,-3,18%,0.5,-4%,1%,-1
Cn1c(CNS(=O)(=O)c2ccc(Br)cc2)n[nH]c1=S,5%,-5%,0%,-8,-15%,0.0,-2%,?,3
CCC1=Nc2cc(C(=O)NCCN3CCCC3)ccc2Sc2ccc(C)cc21,15%,-3%,2%,-1,-10%,0.6,-24%,14%,6
O=C(Nc1nc(N2C(=O)c3ccccc3C2=O)n(-c2ccccc2)n1)c1ccc(Cl)cc1,-16%,1%,0%,0,-31%,2.5,-10%,0%,9
Cn1c(=O)cc(-c2ccccc2)c2ccccc21,-2%,1%,2%,-7,35%,-0.5,-8%,-10%,6
CC(/C=C/C(=O)c1ccc(C)cc1)=C\c1ccccc1,4%,-2%,-4%,3,-15%,0.4,-2%,?,-1
Cc1ccc(S(=O)(=O)N2CCC[C@H]2C(=O)Oc2ccccc2)cc1,-3%,-2%,1%,-7,29%,·,-3%,-13%,·
COc1ccc(NC(=O)CN(C)S(=O)(=O)c2cnc[nH]2)cc1,-13%&6%,-4%&-3%,-1%&0%,-3&-12,13%[56.9 µM],2.0&-0.6,2%&1%,1%&-21%,14
Cc1ccc(C(=O)Nc2nnc(S(=O)(=O)N3CCOCC3)s2)cc1,6%&0%,-1%&-2%,-2%&6%,-1&0,-19%&1%,-0.7&-0.1,0%&-8%,15%&-10%,-6
O=C(NCCc1ccccc1)c1cccc(NC(=O)C2CCCCC2)c1,-2%,2%,-3%,2,-26%,·,-2%,0%,·
COc1ccc(NC(=O)CN(C)C(=O)c2cc3c(s2)CCCCC3)cc1,3%,-3%,0%,-1,8%,-0.2,6%,0%,-11
CN(C)c1ccc(CNC(=O)c2cc(S(=O)(=O)N3CCOCC3)cn2C)cc1,-7%,-1%,0%,0,3%,-0.3,-3%,46%[activator][57.4 µM],-5
CCOC(=O)c1c(NC(=O)c2ccco2)sc2c1CCCC2,-15%,-5%,3%,-4,-43%[56.9 µM],4.0,-9%,0%,-1
Cc1ccc(CNC(=O)CNS(=O)(=O)c2cccs2)cc1,0%,2%,2%,-1,3%,-0.1,4%,-39%,·
COC(=O)c1ccccc1NC(=O)CSc1n[nH]c(C)n1,0%&-6%,-4%&-2%,-1%&1%,-1&-6,-14%&5%,-0.7&-1.4,-3%&0%,-13%&78%,-15
CCN(CC(=O)Nc1c(F)cccc1F)C(=O)c1cc2c(cc1Cl)N1CCCCCC1=NS2(=O)=O,2%,-4%,1%,-3,11%,0.1,-10%,-14%,-12
CC(=O)c1cccc(NC(=O)CN2C(=O)NC(C)(C)C2=O)c1,-7%,-2%,0%,-3,-32%,·,8%,9%,·
CCC(CC)C(=O)NCc1ccccc1Cl,1%,0%,1%,-8,12%,-0.1,6%,0%,-12
COc1ccc(NC(=O)C(C)N2C(=O)c3ccccc3C2=O)c(OC)c1 (configuration not stated),-4%,-7%,2%,-5,-2%,·,-1%,-54%,·
N#Cc1cccc(NC(=O)COC(=O)CCc2ccc(S(=O)(=O)N3CCOCC3)cc2)c1,-11%,-6%,0%,-6,-3%,-0.1,-13%,-24%,34*

# 9 of these compounds in another layout:
Molecule | ERG-DNA inh | Glioma ERSR ind | Vif-A3G inh | LDHA inh | RGS4 inh | D2 ag | Vif-A3F inh | 12-LOX inh | D2 antagonist
Cc1ccc(C(=O)Nc2nnc(S(=O)(=O)N3CCOCC3)s2)cc1 | 6%&0% | -1%&-2% | -2%&6% | -1&0 | -19%&1% | -0.7&-0.1 | 0%&-8% | 15%&-10% | -6
O=C(NCCc1ccccc1)c1cccc(NC(=O)C2CCCCC2)c1 | -2% | 2% | -3% | 2 | -26% | · | -2% | 0% | ·
COc1ccc(NC(=O)CN(C)C(=O)c2cc3c(s2)CCCCC3)cc1 | 3% | -3% | 0% | -1 | 8% | -0.2 | 6% | 0% | -11
CN(C)c1ccc(CNC(=O)c2cc(S(=O)(=O)N3CCOCC3)cn2C)cc1 | -7% | -1% | 0% | 0 | 3% | -0.3 | -3% | 46%[activator][57.4 µM] | -5
CCOC(=O)c1c(NC(=O)c2ccco2)sc2c1CCCC2 | -15% | -5% | 3% | -4 | -43%[56.9 µM] | 4.0 | -9% | 0% | -1
Cc1ccc(CNC(=O)CNS(=O)(=O)c2cccs2)cc1 | 0% | 2% | 2% | -1 | 3% | -0.1 | 4% | -39% | ·
COC(=O)c1ccccc1NC(=O)CSc1n[nH]c(C)n1 | 0%&-6% | -4%&-2% | -1%&1% | -1&-6 | -14%&5% | -0.7&-1.4 | -3%&0% | -13%&78% | -15
CCN(CC(=O)Nc1c(F)cccc1F)C(=O)c1cc2c(cc1Cl)N1CCCCCC1=NS2(=O)=O | 2% | -4% | 1% | -3 | 11% | 0.1 | -10% | -14% | -12
CC(=O)c1cccc(NC(=O)CN2C(=O)NC(C)(C)C2=O)c1 | -7% | -2% | 0% | -3 | -32% | · | 8% | 9% | ·

# The listing continues:
SMILES,ERG-DNA inh,Glioma ERSR ind,Vif-A3G inh,LDHA inh,RGS4 inh,D2 ag,Vif-A3F inh,12-LOX inh,D2 antagonist
O=C(N/N=C/c1ccc(O)cc1)c1ccc(NC(=O)c2ccccc2Br)cc1,4%,-4%,2%,-6,22%,·,0%,6%,·
Cc1ccc(C2(C)CC(C)(C)N(C(=O)CSc3nnc(C)s3)c3ccccc32)cc1 (configuration not stated),7%,-2%,-5%,-3,-14%,-0.6,10%,0%,6
Cc1ccc(Nc2n[nH]c(=S)s2)cc1,·,-4%,-9%,-15,·,·,-1%,32µM*,·
O=C(NCCS(=O)(=O)c1ccc(Br)cc1)c1ccc(Cl)cc1,6%,-7%,-1%,-12,24%,-1.0,0%,-20%,-3
CCOC(=O)c1ccccc1NC(=O)C1CCCO1 (configuration not stated),-15%,-5%,1%,0,11%,1.2,0%,-1%,0
CC(=O)c1sc2nsc(SCCN3CCOCC3)c2c1N,0%,2%,-1%,-8,?,-0.1,-12%,?,6
Cc1ccc(NC(=O)COc2ccc(/C(N)=N/O)cc2)cc1C,-4%,1%,-9%,-1,8%,0.2,-12%,-5%,-15
N/C(=N\OC(=O)c1cccnc1)c1ccc(Cl)cc1Cl,5%,6%,1%,-8,13%,0.0,27%,1%,1
COc1ccc(-c2nc(-c3ccccc3)c(-c3ccccc3)[nH]2)cc1Br,9%,-2%,0%,-5,22%,·,-11%,1%,·
CCc1ccc(C2=CC(c3cccc(C)c3)n3c(nc4ccccc43)N2)cc1 (configuration not stated),1%,-8%,-4%,-6,-13%,0.6,-16%,-16%,·
Cc1[nH]n(-c2ccccc2)c(=O)c1C(C[N+](=O)[O-])c1ccc(Cl)cc1 (configuration not stated),2%,-2%,-23%,4,-43%,3.4,10%,?,2
O=C(NCCc1ccccc1)c1ccc(S(=O)(=O)N2CCCC2)cc1,-5%[15.4 µM],0%,0%,2,-8%,-0.5,-10%,222%[activator],19
CCc1c(C)c(C#N)c2nc3ccccc3n2c1NCC1CCCO1 (configuration not stated),0%,-2%,0%,-2,17%,0.7,2%,0%,-6
CC(C(=O)N1CCc2ccccc2C1)N(c1ccccc1)S(C)(=O)=O (configuration not stated),-7%,-3%,2%,-2,-5%,-0.1,2%,-1%,14
Cn1nc(C(=O)Nc2nc(-c3ccccn3)cs2)c2ccccc2c1=O,0%,-3%,0%,5,?,0.8,-2%,-7%,-6
Cc1ccccc1-n1ncc(C(C)NS(=O)(=O)c2sccc2C)c1C (configuration not stated),-9%,-1%,0%,1,-14%,-0.1,-17%,0%,3
CCNC(=O)NC(=O)C(C)OC(=O)C(C)(C)Oc1ccc(Cl)cc1 (configuration not stated),3%,0%,4%,-1,8%,1.9,1%,-14%,6
O=C(CCc1nc2ccccc2c(=O)[nH]1)NNC(=O)COc1cccc(F)c1,-2%,-3%,2%,-15,-21%,3.8,-14%,6%,15
CC(=O)N(C)C1=C(N2CCOCC2)C(=O)c2ccccc2C1=O,-19%,-16%,-13%,67,-20%,-0.3,0%,·,-35
Cc1cc(=O)oc2cc(OCC(=O)N3CCN(c4ccccc4)CC3)c(Cl)cc12,-4%,-2%,2%,-1,0%,0.2,1%,8%,-1
